Fam108B counter – Fam108B inhibition, counter-screen for RBBP9 inhibitors; recombinant Fam108B, FP-Rh probe fluorescence polarization; inhibition, % at 9.51 µM; 300,000 compounds, 0.33% hits;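 active = inhibition above the screen mean inhibition plus 3 SD, computed separately per campaign, cut at about 18% in these data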;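 also: inhibitors lower polarization as less probe binds the enzyme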
Efflux pump inh – antifungal efflux pump inhibition, Nile Red retention; S. cerevisiae Candida pump triplex; inhibition, % at 10 µM; 330,000 compounds, 0.44% hits; AID 485275;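 active = plate passing quality check with inhibition over a set limit, or well fluorescence over plate mean plus 4 SD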;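 also: Nile Red retained in pooled yeast measured as flow cytometry median fluorescence; 0% = buffer negative control and 100% = Enniatin B positive control; higher means more Nile Red kept so more efflux inhibition; some compounds called inactive have numbers as strong as hits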
BCLXL inh – blocks human Bcl-xL binding to Bim BH3 peptide | 320,000 compounds, 0.7% hits | GST-Bcl-xL / FITC-Bim BH3 peptide fluorescence polarization | Q07817 | inhibition, % at 10.9 µM;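 active = inhibition above the mean of all tested compounds plus 3 SD, cutoff set per campaign, cut at about 30% in these data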;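 also: 0% = DMSO wells and 100% = unlabeled Bim-BH3 peptide competitor; inhibitors lower millipolarization by displacing the labeled peptide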
MCL1-BIM inh – MCL1-BIM-BH3 interaction inhibition (human); GST-MCL1 / FITC-Bim-BH3 fluorescence polarization; inhibition, % at 10.9 µM; 320,000 compounds, 0.68% hits;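 active = inhibition above the mean inhibition of all tested compounds plus 3 SD, set per campaign, cut at about 40% in these data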;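 also: 0% = DMSO wells and 100% = unlabeled Bim-BH3 peptide control; higher means more loss of mP so more displacement of Bim peptide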
GLD-1 RNA inh – GLD-1-TGE RNA interaction inhibition (C. elegans); 320,000 compounds, 0.44% hits; inhibition, % at 5.96 µM; purified GLD-1 + fluorescein TGE RNA, fluorescence polarization;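 active = percent inhibition above a per-plate cutoff, the plate mean of test compounds plus 3 SD, cut at about 30% in these data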;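 also: 0% = DMSO wells with GLD-1 and probe and 100% = wells lacking GLD-1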
VLA-4 inh – inhibition in a human VLA-4 binding assay; P13612; VLA-4 expressing cells, ligand binding flow cytometry; inhibition, % (about 7 µM as worked out from the volumes in the protocol); 330,000 compounds, 0.2% hits; AID 2557; in the data active = inhibition above about 50%
MEX-5 binding – C. elegans MEX-5 TCR-2 RNA binding activity; Q9XUB2; MEX-5/FITC-TCR2 RNA binding, fluorescence polarization; hits give low values; 300,000 compounds, 0.38% hits; activity score (negative = inhibition of binding), % at 10 µM;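 active = inhibition past about -25% in most replicates, and total fluorescence under double the plate's negative control median, limit read from the data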;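 also: 0% = DMSO and -100% = 5 µM competing unlabeled TCR2 RNA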
GRK2 inh – blocks RNA aptamer binding to human GRK2; AID 488847; 330,000 compounds, 0.59% hits; bead flow cytometry, FAM-aptamer displacement from GRK2; inhibition of aptamer binding, % at 10 µM;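 active = inhibition of aptamer binding above 40%, roughly 3 SD of noise, on plates passing a quality check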;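 also: median bead fluorescence of bound FAM aptamer so fluorescent compounds give negative values; no value below 0 was filed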
Target sequence (P25098 whole entry, looked up): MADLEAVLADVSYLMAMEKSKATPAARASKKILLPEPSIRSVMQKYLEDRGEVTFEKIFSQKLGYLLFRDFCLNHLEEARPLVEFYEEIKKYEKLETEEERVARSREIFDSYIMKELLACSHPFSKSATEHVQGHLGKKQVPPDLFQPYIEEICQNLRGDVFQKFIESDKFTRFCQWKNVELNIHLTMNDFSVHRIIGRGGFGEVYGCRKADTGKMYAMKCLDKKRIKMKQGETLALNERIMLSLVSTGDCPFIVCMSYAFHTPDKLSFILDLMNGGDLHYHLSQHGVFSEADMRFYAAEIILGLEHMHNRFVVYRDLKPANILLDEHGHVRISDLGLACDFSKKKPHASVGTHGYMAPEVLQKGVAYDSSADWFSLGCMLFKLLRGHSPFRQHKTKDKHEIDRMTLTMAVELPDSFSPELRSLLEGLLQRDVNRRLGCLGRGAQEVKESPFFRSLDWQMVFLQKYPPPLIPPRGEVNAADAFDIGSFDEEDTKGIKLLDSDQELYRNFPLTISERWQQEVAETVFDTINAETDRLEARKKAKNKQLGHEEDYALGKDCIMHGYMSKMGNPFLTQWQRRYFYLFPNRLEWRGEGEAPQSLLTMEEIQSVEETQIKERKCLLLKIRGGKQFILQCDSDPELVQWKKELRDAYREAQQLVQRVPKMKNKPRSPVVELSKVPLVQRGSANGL
PME-1 primary – PME-1 (human) inhibition. 320,000 compounds, 0.53% hits. recombinant PME-1, FP-Rh probe fluorescence polarization. inhibition, % at 5.9 µM. Q9Y570;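 active = inhibition above the campaign mean of all compounds plus 3 SD, cut at about 26% in these data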;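 also: competitive labeling of PME-1 active site by serine hydrolase directed probe; 0% = PME-1 with DMSO and 100% = wells lacking PME-1 enzyme; inhibitors block probe labeling so polarization falls and inhibition rises; many of its hits are not listed in these tables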
Target sequence (Q9Y570 whole entry, looked up): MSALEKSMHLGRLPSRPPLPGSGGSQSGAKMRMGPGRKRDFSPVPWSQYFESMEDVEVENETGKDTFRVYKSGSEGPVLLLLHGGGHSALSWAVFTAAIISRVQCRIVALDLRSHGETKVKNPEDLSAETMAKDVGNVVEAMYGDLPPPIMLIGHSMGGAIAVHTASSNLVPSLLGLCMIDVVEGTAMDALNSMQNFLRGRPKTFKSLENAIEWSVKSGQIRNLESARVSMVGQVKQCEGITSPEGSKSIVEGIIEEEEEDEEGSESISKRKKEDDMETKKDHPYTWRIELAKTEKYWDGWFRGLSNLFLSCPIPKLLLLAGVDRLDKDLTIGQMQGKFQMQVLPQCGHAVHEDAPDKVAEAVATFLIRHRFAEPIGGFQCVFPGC
The depositor's hits bear a star; / = not tested or not shown. This is a subset (hit frequency here may not be typical).

SMILES | Fam108B counter | Efflux pump inh | BCLXL inh | MCL1-BIM inh | GLD-1 RNA inh | VLA-4 inh | MEX-5 binding | GRK2 inh | PME-1 primary
CC1=NN(C(=O)Cc2ccc([N+](=O)[O-])cc2)C(O)(c2cccnc2)C1 (stereo not given) | 4 | -0.1 | 7 | 19 | 3 | 20 | -3.0 | 0 | 5
CCN(CC)S(=O)(=O)c1ccc(N2CCOCC2)c(NC(=O)c2cc([N+](=O)[O-])ccc2Cl)c1 | 0 | -0.1 | 4 | 10 | 0 | 4 | 1.3 | 0 | 2
CC(=O)c1ccc(N2CCN(C(=O)c3cccs3)CC2)c(F)c1 | 6 | 0.0 | -2 | -4 | -9 | -5 | -0.3 | 4 | 0
Cc1cccc(N2CCN(C(=O)CCCn3c(=S)[nH]c4cc5c(cc4c3=O)OCO5)CC2)c1C | -2 | 0.1 | 1 | -4 | 3 | 1 | -0.2 | 6 | 6
Cc1nn(C(C)(C)C)c(OC(=O)c2cccs2)c1Sc1ccccc1 | -1 | 0.1 | 6 | 3 | -1 | -10 | 1.7 | 0 | 6
N#Cc1ccccc1S(=O)(=O)N1CCN(CC(=O)NC(=O)NC2CCCCC2)CC1 | 2 | 0.2 | 0 | -7 | 1 | 16 | -1.4 | 3 | 6
Cc1ccnc(NC(=O)c2cc3ccccc3o2)c1 | -1 | 0.1 | 3 | 0 | 5 | -2 | 1.2 | 4 | -1
C=CC[C@@H](CC(=O)N[C@@H](CO)Cc1ccccc1)C(=O)NC[C@H](OC(=O)[C@@H](CC=C)Cc1ccc(F)cc1)c1ccccc1 | / | 0.1 | / | / | 5 | -4 | / | 4 | /
CC(C)C[C@H](NC(=O)Nc1cccc(Br)c1)C(=O)O | -1 | -0.2 | 0 | -2 | 5 | 5 | -5.0 | 3 | -8
O=C(/C=C/c1ccc(Cl)cc1)N1CCN(c2ccccn2)CC1 | 2 | -23 | 9 | 8 | 2 | -5 | 0.0 | 0 | 6
CC(C)(C)NCC(O)COc1c(F)cc(Br)cc1F (stereo not given) | 5 | -0.1 | 3 | 2 | -7 | -2 | 1.1 | 0 | -3
CCOc1ccc(NC(=O)CSc2nc(-c3cccs3)cc(C(F)(F)F)n2)c([N+](=O)[O-])c1 | -4 | -0.3 | 1 | -2 | -4 | 1 | 0.0 | 2 | 0
O=C(c1cccc(S(=O)(=O)N2CCc3ccccc3C2)c1)N1CCN(c2ccccc2)CC1 | -1 | 0.1 | 6 | 19 | 10 | 3 | 1.0 | 0 | 5
COc1ccc(C2=CSC3=NCCN23)cc1[N+](=O)[O-] | -5 | 0.2 | 4 | 9 | 0 | 2 | -0.1 | 0 | 2
O=C(CN1CCC(NC(=O)Nc2ccc(F)cc2)CC1)Nc1ccccc1[N+](=O)[O-] | -2 | -0.1 | 5 | 1 | 1 | 6 | 2.1 | 0 | 2

The last 2 records of the section before lead into the next.
SMILES | Fam108B counter | Efflux pump inh | BCLXL inh | MCL1-BIM inh | GLD-1 RNA inh | VLA-4 inh | MEX-5 binding | GRK2 inh | PME-1 primary
COc1ccc(C2=CSC3=NCCN23)cc1[N+](=O)[O-] | -5 | 0.2 | 4 | 9 | 0 | 2 | -0.1 | 0 | 2
O=C(CN1CCC(NC(=O)Nc2ccc(F)cc2)CC1)Nc1ccccc1[N+](=O)[O-] | -2 | -0.1 | 5 | 1 | 1 | 6 | 2.1 | 0 | 2
COc1ccc(S(=O)(=O)CC(=O)Nc2ccccc2Cl)cc1 | -5 | -0.1 | 0 | 5 | -1 | 8 | -0.5 | 1 | -1
COC(=O)c1cc(OC)c(OC)cc1NC(=O)CSc1ccc(C)cc1 | 1 | 0.0 | 1 | 5 | 4 | -34 | 0.7 | 0 | -1
Cc1nc(SCc2ccc([N+](=O)[O-])cc2)n[nH]1 | -1 | 0.1 | 5 | 2 | 6 | 1 | -1.5 | 0 | 0
CC(=C1C(=O)c2ccccc2C1=O)N1CCc2ccccc2C1 | 7 | -0.1 | 7 | 5 | 5 | -17 | 4.7 | 2 | -8
Cn1cnnc1SCC(=O)c1cccc([N+](=O)[O-])c1 | 0 | 0.2 | -7 | -9 | 0 | 22 | 2.0 | 4 | 4
CCN(CC)Cc1c(NC(=O)c2ccccc2)sc(C)c1C | 0 | 0.8 | 0 | -5 | 0 | 1 | 3.1 | 0 | -4
COc1ccc(C2NC(=S)NC(C)=C2C(=O)c2ccccc2)cc1OC (stereo not given) | -1 | 0.0 | 2 | 1 | 9 | -7 | -1.6 | 3 | -3
Cc1ccc(S(=O)(=O)CCc2nnc(NC(=O)COc3cccc(C)c3)s2)cc1 | 1 | 0.1 | -3 | -6 | 1 | -7 | 0.5 | 0 | -3
Cc1cccc(C(=O)N[C@H](C(=O)OCC(=O)NC2CCS(=O)(=O)C2)C(C)C)c1 (stereo not given in full) | -1 | -0.2 | -3 | -13 | -1 | 12 | 2.9 | 3 | -5
Cc1ccc(SCC(=O)Nc2ccccc2N2CCOCC2)cc1 | 0 | 0.1 | 5 | 2 | -2 | 3 | 0.8 | 3 | 4
COc1ccc(-c2nc(CC(=O)O)cs2)cc1 | 7 | -0.2 | 0 | -7 | 3 | 6 | 0.0 | 0 | -5
O=C(Nc1cccnc1)c1ccc2c(c1)C(=O)N(CC1CCCO1)C2=O (stereo not given) | -1 | -0.3 | 4 | -2 | -4 | 2 | 0.6 | 0 | 5
O=C(O)/C=C/C(=O)c1ccc2c(c1)CCc1ccccc1-2 | -10 | -0.1 | 10 | 15 | 2 | 2 | -0.3 | 0 | -6
Cc1cc(C)c(OCC(=O)OCCNC(=O)c2cccnc2)c(C)c1 | 1 | -0.1 | 4 | -1 | -3 | 0 | 1.4 | 0 | 1
COCCn1nc2cc(C(=O)NCC34CC5CC(CC(C5)C3)C4)ccc2c1OC | -2 | 0.3 | 1 | -4 | 2 | 17 | -0.6 | 8 | 0

Looked up by compound from the list above (5):
SMILES | Fam108B counter | Efflux pump inh | BCLXL inh | MCL1-BIM inh | GLD-1 RNA inh | VLA-4 inh | MEX-5 binding | GRK2 inh | PME-1 primary
Cc1ccc(SCC(=O)Nc2ccccc2N2CCOCC2)cc1 | 0 | 0.1 | 5 | 2 | -2 | 3 | 0.8 | 3 | 4
Cc1cccc(C(=O)N[C@H](C(=O)OCC(=O)NC2CCS(=O)(=O)C2)C(C)C)c1 (stereo not given in full) | -1 | -0.2 | -3 | -13 | -1 | 12 | 2.9 | 3 | -5
COc1ccc(C2NC(=S)NC(C)=C2C(=O)c2ccccc2)cc1OC (stereo not given) | -1 | 0.0 | 2 | 1 | 9 | -7 | -1.6 | 3 | -3
COCCn1nc2cc(C(=O)NCC34CC5CC(CC(C5)C3)C4)ccc2c1OC | -2 | 0.3 | 1 | -4 | 2 | 17 | -0.6 | 8 | 0
Cn1cnnc1SCC(=O)c1cccc([N+](=O)[O-])c1 | 0 | 0.2 | -7 | -9 | 0 | 22 | 2.0 | 4 | 4

Next part
SMILES | Fam108B counter | Efflux pump inh | BCLXL inh | MCL1-BIM inh | GLD-1 RNA inh | VLA-4 inh | MEX-5 binding | GRK2 inh | PME-1 primary
CC(=O)c1cnc2c(-c3ccccc3)c(C)nn2c1C | -1 | 0.2 | -3 | -7 | -4 | 20 | -1.2 | 1 | 2
Cc1ccc(S(=O)(=O)NC(=O)CSc2nc3ccccc3s2)cc1 | -1 | 0.2 | 5 | 3 | 3 | 7 | -1.4 | 5 | 4
CS(=O)(=O)N(CC(=O)N1CCN(Cc2ccccc2)CC1)c1ccccc1F | 2 | -0.1 | 7 | 7 | 5 | 13 | -1.1 | 2 | 0
C=CCN(C(=O)c1ccccc1)C1CCS(=O)(=O)C1 (stereo not given) | 3 | -0.3 | -2 | 3 | 3 | 10 | -1.8 | 2 | 4
CN(Cc1ccccc1)S(=O)(=O)c1ccc2[nH]c(=O)oc2c1 | -1 | -0.2 | 8 | 2 | 3 | 17 | -4.5 | 2 | -7
CC(C)c1nc(SCC(=O)N2CC(=O)Nc3ccccc32)c2ccccc2n1 | 4 | 0.3 | 3 | 4 | 5 | -1 | -0.8 | 0 | 4
COc1ccc(C(=O)Nc2cc3c4c(c2)C(C)C(=O)N4CCC3)cc1OC (stereo not given) | -2 | 0.1 | -1 | -1 | 10 | 3 | -0.1 | 5 | 5
CCOC(=O)C1CCN(C(=O)c2cc3c(=O)n4ccccc4nc3n2C)CC1 | -5 | -0.1 | 67* | 85* | 21 | 6 | -4.4 | 0 | -5
COc1ccc([N+](=O)[O-])cc1N(CC(O)CN1CCCCC1)S(=O)(=O)c1ccc(C)cc1 (stereo not given) | 0 | 0.8 | 1 | -4 | -8 | 4 | -0.7 | 0 | -2
CSc1ccc(CN2C(=O)NC3(CCCCC3)C2=O)cc1 | -2 | 0.2 | 6 | 8 | 0 | 1 | 0.2 | 1 | -1
Cc1ncc([N+](=O)[O-])n1CCOC(=O)NC(NCc1ccccc1Cl)C(Cl)(Cl)Cl (stereo not given) | 1 | 0.2 | 2 | 1 | -6 | -7 | -1.3 | 4 | -4
O=C(c1cccs1)c1coc2ccc(O)c(CN3CCOCC3)c12 | 0 | -0.1 | 5 | 7 | -4 | 2 | 0.5 | 1 | 7
COc1cccc(OCC(O)CN2CCN(C(c3ccccc3)c3ccccc3)CC2)c1 (stereo not given) | -2 | 0.2 | 8 | 6 | 7 | 3 | -0.8 | 0 | -3
Cc1ccnc2nc(C(=O)OCC(=O)c3ccc(Cl)cc3)nn12 | / | 0.1 | -2 | -1 | -5 | 3 | / | 2 | 6
N#Cc1ccccc1NC(=O)Nc1ccc(Cl)cc1 | 3 | 0.1 | 0 | -1 | -10 | 8 | 0.8 | 0 | 9
COc1cccc(OCc2nnc3n2N=C(c2ccccc2)C(CC(=O)O)S3)c1 (stereo not given) | -3 | 0.1 | -10 | -7 | -2 | 6 | -0.1 | 4 | -1
CC1CCN(CC(=O)N2CCN(c3ccccc3)CC2)CC1 | 0 | 0.0 | 4 | 1 | 2 | 4 | -0.4 | 0 | -7
CCN(CC)C(=O)Cn1cc(C(=O)C(=O)NCc2cccnc2)c2ccccc21 | -1 | -0.2 | 8 | 4 | -5 | 12 | 0.9 | 0 | -4
COc1ccc([C@@H]2CC=C(C(=O)O)[C@H](c3ccccc3)N2S(=O)(=O)c2ccccc2C)cc1 | -3 | -0.1 | 1 | 2 | 6 | -1 | / | 1 | -7
COc1cc(NC(=O)C2CCN(S(=O)(=O)c3ccc4c(c3)CC(C)N4C(C)=O)CC2)cc(OC)c1OC (stereo not given) | -2 | -0.1 | 2 | 0 | -10 | 4 | 2.3 | 1 | -3
CN(Cc1ccccc1)c1nc2c(c(=O)[nH]c(=O)n2C)n1CCCSc1ncccn1 | 0 | 0.0 | 1 | 2 | 1 | 15 | -0.4 | 1 | 3
CSCC[C@H](NC(=O)OC(C)(C)C)c1nnc(SCc2ccccc2)o1 | 1 | 0.1 | 3 | -5 | -6 | -5 | 0.9 | 1 | -2
CCN1CCCC1CNC(=O)C(=O)NC1CC1 (stereo not given) | 2 | 0.1 | -4 | -1 | 4 | 46 | -1.3 | 6 | -2
COc1ccc(C(=O)Nc2c(-c3ccccc3)nc3ccccn23)c(OC)c1 | -7 | -1.1 | 7 | -6 | -5 | 18 | -0.4 | 0 | 2
O=[N+]([O-])c1ccccc1/C=C/CN1CCCCC1CO (stereo not given) | / | 0.1 | / | / | / | 7 | 0.4 | 2 | /
CC(C)CN(C(=O)CN(C)C(=O)c1ccco1)c1c(N)n(CC(C)C)c(=O)[nH]c1=O | 3 | 0.1 | -6 | -12 | 9 | 5 | -0.6 | 1 | -7
Cc1ccc(S(=O)(=O)c2cc(Nc3ccccc3)ccc2O)cc1 | 4 | -0.1 | 9 | 12 | -1 | -2 | -2.4 | 0 | 5

Screens: PubChem, several laboratories
